Screens from PubChem.
DENV2 CPE: DENV2-induced cell death inhibition; DENV2-infected cells, cytopathic effect rescue, plate reader; CPE inhibition, % at 9.99 µM; 350,000 compounds, 1.7% hits; AID 651640; in the data active = CPE inhibition above about 20%, passing the limit was not always enough; inconclusive = no clear call, values can overlap the other calls; tested in BHK-21 cells;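 note: 0% = median of neutral control wells and 100% = median of positive control wells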
Casp6 inh: inhibitors of human caspase-6. 350,000 compounds, 0.53% hits. P55212. inhibition, % at 12.5 µM. purified caspase-6, Z-VEID-R110 cleavage fluorescence;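 active = mean inhibition across replicates at least about 35%, with every replicate also reaching that limit, limit read from the data; inconclusive = only one of the two criteria met; inactive = neither criterion met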;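 note: 0% = median of neutral control wells and 100% = no fluorescence left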
Target sequence (P55212 24-179 limits assumed): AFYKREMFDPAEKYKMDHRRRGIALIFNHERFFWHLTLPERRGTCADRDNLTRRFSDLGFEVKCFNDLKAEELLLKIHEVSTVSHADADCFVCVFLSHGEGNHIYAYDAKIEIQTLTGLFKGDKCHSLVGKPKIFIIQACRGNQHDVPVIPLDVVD
Target sequence (P55212 194-293 limits assumed): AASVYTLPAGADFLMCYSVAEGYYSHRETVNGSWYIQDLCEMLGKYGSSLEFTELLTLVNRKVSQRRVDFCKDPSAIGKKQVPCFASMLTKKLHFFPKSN
PAX8 inh HTS: lowers PAX8-driven luciferase in RMG-I cells; inhibition, % at 12.6 µM; 360,000 compounds, 1.2% hits; RMG-I TPO-luciferase reporter, SteadyGlo, 24 h;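 active = mean replicate inhibition at least 60% with every replicate also reaching 60%; inconclusive = only one of the two criteria is met; inactive = mean below 60% and not all replicates reaching 60%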;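 note: luciferase light reporting Pax8 driven TPO promoter activity; plate controls were median of neutral control wells for no effect and mitoxantrone controls for full effect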
EWS-Fli block: blocks EWS/Fli oncoprotein-driven transcription. A673 NR0B1-luciferase reporter, viability-normalised. inhibition, % at 12.6 µM. 350,000 compounds, 0.67% hits. AID 651661;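 active = mean inhibition of at least 50% after viability correction, with every replicate also passing that limit; inconclusive = mean reaches 50% but only one of two replicates passes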;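 note: firefly luciferase signal divided by Alamar Blue viability fluorescence both relative to DMSO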
ARNT-TACC3 inh: ARNT/TACC3 interaction disruption; Q9Y6A5; AlphaScreen His-ARNT PAS-B/GST-TACC3 binding, luminescence; TACC3 fragment carries E629A point mutation; inhibition, % at 9.99 µM; 390,000 compounds, 0.66% hits; AID 623870;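 active = mean inhibition of replicates at least 50% and at least half of replicates each reaching 50%; inconclusive = half or more replicates reach 50% but mean below 50%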;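 note: 0% = complete ARNT plus TACC3 wells and 100% = ARNT alone without TACC3; many hits fall short of the cut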
SIRT5 block: sirtuin-5 (human) deacylase inhibition; Purified SirT5, succinyl-peptide AMC, trypsin-coupled fluorescence; inhibition, % at 15 µM; 330,000 compounds, 1.1% hits; in the data active = inhibition above about 15%; inconclusive = no clear call, values can overlap the other calls
Target sequence (Q9NXA8 whole entry, looked up): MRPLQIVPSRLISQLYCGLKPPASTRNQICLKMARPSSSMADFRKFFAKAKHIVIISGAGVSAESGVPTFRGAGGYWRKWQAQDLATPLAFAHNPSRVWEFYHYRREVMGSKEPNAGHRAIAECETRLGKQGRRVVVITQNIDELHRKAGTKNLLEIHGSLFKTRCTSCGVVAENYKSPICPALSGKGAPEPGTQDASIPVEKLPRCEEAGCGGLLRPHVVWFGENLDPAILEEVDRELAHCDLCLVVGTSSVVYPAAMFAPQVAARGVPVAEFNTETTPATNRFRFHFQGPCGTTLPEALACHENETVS
LGR2 antag: Drosophila LGR2 receptor signaling inhibition | AID 720647 | inhibition, % at 9.99 µM | 380,000 compounds, 0.35% hits | HEK293 LGR2, CRE-luciferase, bursicon-stimulated, 4 h;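 active = drop in luminescence signal, shown as inhibition above about 50% in the replicate tests, limit read from the data, passing the limit was not always enough; inconclusive = probably only some replicates passing the limit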;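 note: agonist challenge used bursicon conditioned medium at about half maximal strength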
* = called active by the depositor; ? = inconclusive; . = not tested or not shown.

SMILES	DENV2 CPE	Casp6 inh	PAX8 inh HTS	EWS-Fli block	ARNT-TACC3 inh	SIRT5 block	LGR2 antag
CCOC(=O)C1CCCN(C(=O)CCc2nnc(-c3ccc(C(C)=O)s3)o2)C1 (configuration not stated)	-5	2	-185	-83	-17	1	-87
COC(=O)c1cc(Cl)c(NC(=O)/C=C/c2ccc(OC)cc2)cc1OC	-1	0	-23	-18	-3	-4	7
CCNC(=S)NNC(=O)c1cc(-c2cccc(C)c2)nc2ccccc12	7	9	.	1	11	3	2
CNC(=O)C[C@H]1CC[C@H]2[C@H](COc3ccc(NC(=O)NC4CCCC4)cc3C(=O)N2C)O1	9	0	-22	1	-12	-13	24
O=C(Nc1ccccc1N1CCCC1)C1CCN(C(=O)c2ccc(Cl)cc2)CC1	-3	0	9	2	.	-7	4
C[C@H](CO)N1C[C@H](C)[C@H](CN(C)CC2CC2)Oc2ccc(NS(=O)(=O)c3ccc(Cl)cc3)cc2C1=O	-11	2	10	-3	2	-3	-3
Cc1csc(NC(=O)COc2ccc3c(C)cc(=O)oc3c2)n1	12	5	.	4	-5	2	-29
CCCCC(=O)NC(=S)Nc1cc(C(=O)O)ccc1Cl	.	.	-15	.	-8	.	13
CCc1ccc(C2C(C#N)=C(N)N(N(C)C)C3=C2C(=O)CCC3)s1 (configuration not stated)	.	.	3	.	-8	.	9
CO[C@@H]1CN(C)C(=O)c2cc(NS(C)(=O)=O)ccc2OC[C@@H](C)N(CC2CCCCC2)C[C@H]1C	?	.	.	-8	-1	5	7
O=C(CNC(=O)c1cccc(Cl)c1)NCCCSc1ccccc1	-4	0	15	-1	-4	-1	-3
COc1ccc(C(=O)CCC(=O)N2CCN(c3ccccc3)CC2)cc1	2	-4	10	0	6	.	15
CCOc1ccccc1Nc1nc(-c2sc(NC(=O)c3cccc(Cl)c3)nc2C)cs1	12	1	-39	-37	-5	.	.
CN(C(=O)Cn1nnc2ccccc2c1=O)C1CCCCC1	6	-3	-25	-7	-6	2	4
COCC(=O)N[C@@H]1CC[C@H](CC(=O)NCc2ccc(Cl)cc2)O[C@@H]1CO	2	2	-1	2	6	-5	-4
CCC(C)NC(=O)COCc1cc(-c2ccc3c(c2)OCO3)on1 (configuration not stated)	4	-3	-10	-48	-6	-1	-3
COc1ccc(CNC(=O)[C@H](C)NC(=O)C2CCN(C(=O)[C@@H](N)Cc3ccccc3)CC2)cc1	-3	1	.	1	-18	.	0
C[C@@H]1CN([C@@H](C)CO)C(=O)c2cc(NC(=O)Cc3ccccc3)ccc2O[C@H]1CN(C)C(=O)Nc1ccc2c(c1)OCO2	?	0	-17	-13	.	3	22
O=C(Cc1ccncc1)N[C@H]1CC[C@H](CCn2cc(-c3ccccc3F)nn2)O[C@H]1CO	-3	0	17	-2	-13	-1	0
COC(=O)c1ccc(OCC2c3cc(OC)c(OC)cc3CCN2C(=O)c2ccco2)cc1 (configuration not stated)	4	0	.	14	4	1	19
CCOc1ccc(N(C(C)C(=O)N2CCCC2)S(C)(=O)=O)cc1 (configuration not stated)	1	-3	-32	17	-3	-3	5
O=C(Nc1ccc(OC(F)(F)F)cc1)c1cnccn1	-2	1	-55	-76	-13	8	-64
O=C(Nc1cccnc1)c1ccc2nc(-c3ccccc3)c(-c3ccccc3)nc2c1	.	2	3	9	8	-2	-2
Cc1ccc(-c2noc(CSc3nnc(-c4cccs4)n3C)n2)cc1	.	-2	.	.	2	-2	-21
C[C@@H]1CN([C@H](C)CO)C(=O)Cc2cc(NC(=O)C3CCCCC3)ccc2O[C@@H]1CN(C)S(=O)(=O)c1ccc(F)cc1	?	-2	0	-7	-7	0	-2
CC(OC(=O)c1ccc(Cl)cc1O)C(=O)NCCC1=CCCCC1 (configuration not stated)	.	-3	-5	1	-6	-4	.
Cc1nc2cc(-c3ccccc3)sc2c(=O)n1N	0	0	76*	76*	3	-2	98*
CCCc1c(C)nc2scc(-c3ccc(Cl)cc3)n2c1=O	7	-4	-4	0	.	.	.
COC(=O)COc1ccc(S(=O)(=O)Nc2ccc(C(N)=O)cc2)cc1Cl	17	-1	.	-2	-1	9	-7
N[C@@H](CO)c1nnc([C@H](CCC(=O)O)NC(=O)C2CCNCC2)o1	-8	-7	-11	-6	4	0	15
CCN=c1scc(-c2ccco2)n1/N=C/c1ccc(OC)c(O)c1	6	2	.	-27	22	0	-23
O=C(NCCNC(=O)c1ccc(-c2ccc(Cl)c(Cl)c2)o1)c1cnccn1	-2	-2	-39	.	1	-5	-5
O=C(c1ccc2c(c1)OCO2)C1CCCN(Cc2cc(F)ccc2-n2cccn2)C1 (configuration not stated)	-2	.	12	1	-1	-1	-5
Cc1ccc(S(=O)(=O)NC(=O)c2cc(C)n(-c3cc(S(=O)(=O)N4CCOCC4)ccc3N3CCCC3)c2C)cc1	.	3	.	7	3	-5	3
CC1CC2(C)CC(C)C1(COC(=O)Nc1ccccc1)CO2 (configuration not stated)	-1	5	-28	-39	-5	-2	-28
O=C(CN1C(=O)C(=O)N(CCC2=CCCCC2)C1=O)Nc1ccc(F)cc1F	10	1	-15	-11	-58	0	-4

5 consecutive entries from above:
SMILES	DENV2 CPE	Casp6 inh	PAX8 inh HTS	EWS-Fli block	ARNT-TACC3 inh	SIRT5 block	LGR2 antag
C[C@@H]1CN([C@H](C)CO)C(=O)Cc2cc(NC(=O)C3CCCCC3)ccc2O[C@@H]1CN(C)S(=O)(=O)c1ccc(F)cc1	?	-2	0	-7	-7	0	-2
CC(OC(=O)c1ccc(Cl)cc1O)C(=O)NCCC1=CCCCC1 (configuration not stated)	.	-3	-5	1	-6	-4	.
Cc1nc2cc(-c3ccccc3)sc2c(=O)n1N	0	0	76*	76*	3	-2	98*
CCCc1c(C)nc2scc(-c3ccc(Cl)cc3)n2c1=O	7	-4	-4	0	.	.	.
COC(=O)COc1ccc(S(=O)(=O)Nc2ccc(C(N)=O)cc2)cc1Cl	17	-1	.	-2	-1	9	-7

Additional entries follow:
SMILES	DENV2 CPE	Casp6 inh	PAX8 inh HTS	EWS-Fli block	ARNT-TACC3 inh	SIRT5 block	LGR2 antag
Cc1ccc(NC(=O)C2Cc3ccccc3O/C2=N\O)cc1C (configuration not stated)	-4	-1	-40	-24	-2	-5	-35
COCC(=O)N1CCC2(CC1)CN(C(=O)CN1CCOCC1)[C@H](CO)c1c2c2ccc(OC)cc2n1C	11	1	.	-12	.	-3	-6
CC1CC(C)(C)CC2(C1)NC(=O)N(CC(=O)Nc1cc([N+](=O)[O-])ccc1F)C2=O (configuration not stated)	1	1	14	9	-4	5	5
O=C(C[C@H]1CC[C@@H](NC(=O)c2cccc(F)c2)[C@@H](CO)O1)NCc1ccc(Oc2ccccc2)cc1	7	2	45	23	-1	-2	-18
Cc1ccc(S(=O)(=O)N2CCN(C(=O)NCc3ccc(F)cc3)CC2)c(C)c1	0	-1	8	-4	-3	-5	0
O=C(CCC1CCCN(C(=O)c2ccc3c(c2)OCCO3)C1)NCc1ccccc1F (configuration not stated)	-1	1	-29	-30	-6	-2	-14
Cc1ccc(CN2CC(=O)N3[C@H](CO)[C@H](c4ccc(-c5ccccc5F)cc4)[C@@H]3C2)cc1	-4	1	.	0	.	-1	8
CC12CCC(C(=O)NCc3ccc(F)cc3)(OC1=O)C2(C)C (configuration not stated)	-6	7	16	5	-1	0	-12
COc1ccccc1CN(C)C(=O)c1cccc(S(=O)(=O)N2CCc3ccccc3C2)c1	12	0	4	5	-6	1	8
O=C(CNC(=O)c1ccccc1O)N/N=C/c1cc(Br)ccc1OC(=O)/C=C/c1ccco1	3	4	42	21	.	1	-15
CCCCn1c(N)c(N(CCOC)C(=O)c2cc(CC)c(C)s2)c(=O)[nH]c1=O	-8	3	8	-3	-5	0	-12
CCOC(=O)C1CCCN(C(=O)c2cc(C)n(C(C)(C)C)n2)CC1 (configuration not stated)	14	0	-3	3	.	-1	-1
CO[C@@H]1CN(C)C(=O)c2ccc(NC(C)=O)cc2OC[C@@H](C)N(C(=O)C2CCCCC2)C[C@H]1C	-2	4	-5	1	-2	.	16
CCCN(CC(=O)Nc1ccccc1C)C(=O)c1cccc(S(=O)(=O)N2CCc3ccccc3C2)c1	?	-1	10	.	2	2	2
COC(=O)COc1ccc(S(=O)(=O)NCc2cccnc2)cc1C	-1	1	.	19	2	-3	-9
O=C1CCCN1C1CCN(Cc2ccccc2)S(=O)(=O)N1 (configuration not stated)	-2	3	1	-7	.	-2	-7
Nc1nc(Sc2ccc(C(F)(F)F)cn2)n[nH]1	-6	0	-5	6	.	-5	41
COc1cccc(CCNC(=O)CC2C(=O)NCCN2CC(C)(C)C)c1 (configuration not stated)	-3	-6	-8	7	6	1	-7
CC1(C(=O)NS(=O)(=O)C2CC2)CCN(C(=O)c2ccc(F)c(Cl)c2)C1 (configuration not stated)	?	5	0	17	.	.	-18
CCCCC(NC(C)=O)c1nc2ccccc2[nH]1 (configuration not stated)	-7	0	-7	-2	2	-2	0
CCn1cc(CN2CCC(n3nccc3NC(=O)C(OC)c3ccccc3)CC2)cn1 (configuration not stated)	4	-5	-2	-10	-21	-1	2
CSCCC(NC(=O)c1cncc(Br)c1)C(=O)O (configuration not stated)	4	-1	.	5	-26	0	10
CC(=O)Nc1cccc(NC(=O)CCCC2CCCCC2)c1	4	1	3	-8	-7	-2	-11
CCN1CCN(C(=O)C2CCC(=O)N(Cc3cccc(C(F)(F)F)c3)C2)CC1 (configuration not stated)	-7	-3	9	-1	-5	0	8
Cn1c(CNC(=O)CNC(=O)c2cccc(F)c2)cc(=O)n(C)c1=O	-3	1	6	-10	.	0	-3
C[C@@H]1CCCCO[C@@H](CN(C)Cc2ccc3c(c2)OCO3)[C@H](C)CN([C@H](C)CO)C(=O)c2cc(NC(=O)Nc3cccc4ccccc34)ccc2O1	-24	.	37	71*	7	.	3
O=C(O)CN(c1ccccc1[N+](=O)[O-])S(=O)(=O)c1ccccc1	-2	5	8	2	-8	-1	.
CC(C)c1ccc(NC2CCCN(C(=O)c3ccc(N4CCOCC4)cc3)C2)cc1 (configuration not stated)	-7	3	9	.	8	-9	-3
CCc1cnc(N2[C@H](C#N)[C@@H](c3ccc(C#CC(C)C)cc3)[C@H]2CO)s1	4	-1	10	5	44	1	8
COC(=O)C[C@@H]1CC[C@@H]2[C@@H](COc3ccc(NC(=O)c4ccccc4)cc3C(=O)N2C)O1	9	0	0	19	-17	0	11
Cc1cc(OC(C)C(N)=O)nc(-c2ccccc2)n1 (configuration not stated)	-1	1	-14	2	2	-3	10
O=S(=O)(NC1CC1)c1ccc(S(=O)(=O)N2CCc3ccccc32)cc1	.	3	.	.	1	.	-8
FC(F)(F)c1cccc(N2CCN(C(=S)NC3CCCCC3)CC2)c1	.	.	23	.	-8	.	0
CCOC(=O)CCCC(=O)N1CCOCCOCCOCC1	4	-2	-15	12	-4	-3	-3
O=C(Oc1ccc(C(=S)N2CCOCC2)cc1)c1ccccc1[N+](=O)[O-]	1	-1	-13	-9	-1	-2	10
COCC#Cc1cnc2c(c1)C(=O)N([C@H](C)CO)C[C@@H](C)[C@H](CN(C)C(=O)C1CC1)O2	9	-2	.	-1	0	5	-15
COc1cccc(S(=O)(=O)N(C)C[C@@H]2Oc3ncc(C#CC(C)C)cc3C(=O)N([C@@H](C)CO)C[C@H]2C)c1	17	1	7	-5	4	0	2
C[C@H]1CN([C@@H](C)CO)C(=O)c2cc(C#Cc3ccc(F)cc3)cnc2O[C@@H]1CN(C)CC1CCOCC1	?	0	.	0	-2	2	10
CCN(Cc1ccncc1)C(=O)c1cc(COc2c(C)cccc2C)on1	1	1	-28	-23	-3	-1	7
CO[C@H]1CN(C)C(=O)c2ccc(NC(=O)c3ccccc3)cc2OC[C@@H](C)N(C(C)=O)C[C@@H]1C	-6	2	.	-8	0	0	-2
O=C(O)c1ccc(NC(CSCc2ccccc2F)C(=O)O)c([N+](=O)[O-])c1 (configuration not stated)	-9	-3	1	5	-8	3	-1
NC(=O)c1ccccc1OCC(=O)N1CCCc2ccccc21	5	0	-55	-27	11	-5	-9
COc1ccccc1CN1CC[C@@H]2[C@H](CO)Nc3ccc(C#Cc4ccccc4)cc3[C@@H]21	-34	0	16	9	14	2	-4
